# Bioassay records deposited in PubChem BioAssay by several laboratories.
# SIAE inh – blocks human sialic acid acetylesterase; Q9HAT2; SIAE FP-Rh probe binding, fluorescence polarization; inhibition, % at 9.66 µM; 370,000 compounds, 0.69% hits;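 active means inhibition above a cutoff: mean of compounds within the control limits plus 3 SD of those, cut at about 17% in these data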;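 further: 0% = plate median of compound wells and 100% = probe without SIAE protein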
# HTRA1 inhibitor – inhibitors of human serine peptidase HTRA1; Q92743; recombinant HTRA1, FP-rhodamine activity-based probe, fluorescence polarization; inhibition, % at 5.96 µM; 340,000 compounds, 0.5% hits; AID 504803; in the data active means inhibition above about 36%;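 further: 0% = enzyme with DMSO and 100% = wells lacking enzyme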
# PG9 binder – PG9 antibody binding by small molecule; TR-FRET gp120-PG9 antibody binding; inhibition, % at 6.7 µM; 360,000 compounds, 0.43% hits; in the data active means inhibition above about 8.5%
# rCAG RNA binder – r(CAG) repeat RNA binding; TO-PRO-1 dye displacement fluorescence; inhibition, % at 3 µM; AID 651821; 370,000 compounds, 1.3% hits;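 active means inhibition above the plate cutoff, the mean of all test compounds on that plate plus 3 SD, cut at about 35% in these data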;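 further: 0% = DMSO alone and 100% = 100 µM mitoxantrone as full dye displacement; higher means more dye released from RNA so lower well fluorescence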
# Rev-erbA mod – modulators of human Rev-erb alpha DNA binding; P20393; 370,000 compounds, 0.79% hits; activity, % at 10 µM; AID 1259318; Rev-erbα–FITC-DNA binding, fluorescence polarization, 90 min;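 active means activity above about 14%, limit read from the data; passing the limit was not always enough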;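 further: 0% = DMSO wells with 35 nM protein and 100% = DMSO wells with 750 nM protein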
# PRMT1 inh – inhibitors of human PRMT1. recombinant PRMT1, activity-based probe fluorescence polarization. 370,000 compounds, 1.3% hits. AID 652257. Q99873. inhibition, % at 2.79 µM;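 active means inhibition above about 21% made by adding two undisclosed values, limit read from the data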
# Target sequence (Q99873 whole entry, looked up): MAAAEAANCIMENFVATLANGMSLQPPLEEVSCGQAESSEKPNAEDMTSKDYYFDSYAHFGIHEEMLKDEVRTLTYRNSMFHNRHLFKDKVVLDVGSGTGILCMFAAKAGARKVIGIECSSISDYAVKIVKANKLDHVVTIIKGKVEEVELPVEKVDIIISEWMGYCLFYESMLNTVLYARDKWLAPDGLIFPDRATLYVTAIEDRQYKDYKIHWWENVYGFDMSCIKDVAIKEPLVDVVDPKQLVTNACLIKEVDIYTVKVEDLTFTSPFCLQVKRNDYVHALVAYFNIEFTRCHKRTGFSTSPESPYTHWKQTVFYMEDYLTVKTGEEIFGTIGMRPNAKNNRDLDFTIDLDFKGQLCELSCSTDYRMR
# TDP2 absorb – TDP2 (human) inhibition, absorbance primary screen; O95551; recombinant TDP2, T5PNP hydrolysis, p-nitrophenol absorbance 415 nm; inhibition, % at 12.8 µM; 370,000 compounds, 0.34% hits; AID 720702;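 active means inhibition above the mean of all tested compounds plus 3 SD, set per campaign, cut at about 25% in these data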;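 further: 0% = DMSO with enzyme and 100% = buffer with substrate but no TDP2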
# Target sequence (O95551 whole entry, looked up): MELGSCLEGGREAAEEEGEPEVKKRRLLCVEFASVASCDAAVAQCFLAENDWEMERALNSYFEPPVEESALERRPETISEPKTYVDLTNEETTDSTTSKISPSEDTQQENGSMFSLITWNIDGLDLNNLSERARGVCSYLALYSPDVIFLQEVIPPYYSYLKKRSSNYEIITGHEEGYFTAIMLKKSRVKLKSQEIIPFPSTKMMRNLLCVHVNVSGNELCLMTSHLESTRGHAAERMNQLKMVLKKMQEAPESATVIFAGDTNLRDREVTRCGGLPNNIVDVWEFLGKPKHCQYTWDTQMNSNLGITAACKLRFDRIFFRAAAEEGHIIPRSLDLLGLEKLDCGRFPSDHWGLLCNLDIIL
#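 Material: recombinant human TDP2; quantity: TDP2 enzyme at 120 nM final; medium: Tris-HCl pH 7.5 with MgCl2; compound: single concentration, 12.8 µM nominal, with 1% DMSO; incubation: 2 h enzyme incubation at 37 °C; signal: epi absorbance; measure: percent inhibition; benchmarks: high control without enzyme, low control DMSO plus TDP2; repeats: singlicate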
# LEDGF integ inh – blocks HIV-1 LEDGF/p75-dependent DNA integration; TR-FRET IN-LEDGF/p75 DNA integration, Eu/Cy5; inhibition, % at 3.7 µM; 370,000 compounds, 0.64% hits; AID 743269;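 active means inhibition above the screen-wide mean plus 3 SD, cut at about 13% in these data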;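 further: signal is the Cy5 over europium emission ratio at 671 and 618 nm; 0% = plate median of compound wells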
# mABHD4 FP – ABHD4 (mouse) inhibition, primary FP screen; Q8VD66; purified mABHD4, FP-Rh probe fluorescence polarization; 370,000 compounds, 0.54% hits; AID 720543; inhibition, % at 8.92 µM;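 active means inhibition exceeding the mean over every tested compound plus 3 SD, cut at about 30% in these data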;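 further: 0% = plate median of compound wells and 100% = S159A mutant with DMSO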
# Target sequence (Q8VD66 whole entry, looked up): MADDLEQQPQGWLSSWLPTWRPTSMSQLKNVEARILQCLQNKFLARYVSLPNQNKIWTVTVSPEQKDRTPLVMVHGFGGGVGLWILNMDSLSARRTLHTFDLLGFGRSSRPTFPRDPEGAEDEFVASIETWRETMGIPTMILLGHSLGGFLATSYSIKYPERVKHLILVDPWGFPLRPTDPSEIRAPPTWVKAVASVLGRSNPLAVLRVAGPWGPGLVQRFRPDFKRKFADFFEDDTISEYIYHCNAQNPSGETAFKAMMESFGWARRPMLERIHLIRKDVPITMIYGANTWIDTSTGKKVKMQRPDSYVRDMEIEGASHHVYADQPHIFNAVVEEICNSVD
#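 Assay system: mouse ABHD4 enzyme, wild type / Also added: fluorescent activity-based probe FP-Rh / Doses: single nominal dose of 8.92 µM, 0.89% DMSO final / Timing: 45 min compound pre-incubation plus 60 min probe step, 25 °C / Signal: FP readout, ex 525 nm / em 598 nm / Control set: S159A mutant/DMSO as 100%, compound-well median as 0%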
# TCR-CD3 inh – human TCR-CD3 binding inhibition. inhibition, % at 9.4 µM. TAMRA-labeled TCR probe fluorescence, biochemical. 360,000 compounds, 0.37% hits. AID 651800; in the data active means inhibition above about 19%;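 further: recombinant mutant TCR 2C K166C tagged with TAMRA read by polarization; 0% = receptor in buffer alone and 100% = receptor with positive control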
# * hit, by the source's call; / = no result given.
SMILES,SIAE inh,HTRA1 inhibitor,PG9 binder,rCAG RNA binder,Rev-erbA mod,PRMT1 inh,TDP2 absorb,LEDGF integ inh,mABHD4 FP,TCR-CD3 inh
COc1ccc(CN(C)C(=O)COC(=O)c2cc([N+](=O)[O-])ccc2N2CCCC2)c(OC)c1OC,-1,-17,1.5,3,4,-3,-10,-1,0,6
COc1ccc(NC2=NC(=S)N(c3cccc(C)c3)C23CCCCC3)cc1,11,4,-0.3,-4,-3,-3,7,1,4,7
O=C(N/N=C\c1ccccc1)c1sccc1-n1cccc1,1,-3,-0.6,7,-3,5,-9,-1,-10,2
CCN(CC(=O)NNC(=O)c1ccccc1)Cc1ccc(OC)c(F)c1,5,5,-0.3,0,-6,2,-4,-1,3,-3
CCOc1ccccc1N(C(=O)Nc1ccc(Cl)cc1)C1=NCCS1,-6,4,2.0,-5,-9,3,-15,3,-12,-4
Cc1ccc(N2C(=O)CC3(CCCC3)CC2=O)cc1,0,8,-0.3,0,6,1,-26,3,-7,-11
CC(C)(C)OC(=O)NCC(=O)N1CCC(C(=O)O)CC1,4,8,1.0,2,2,-2,10,-1,5,5
O=C(Cc1ccccc1)N1CCC2(CC1)NCCc1[nH]cnc12,0,7,-0.2,3,-2,3,-1,-3,0,-6
O=C(CCSc1ccccc1)NC1CCCCCC1,5,3,0.1,-7,-5,3,4,-2,3,1
Cc1ccccc1C(=O)NC(NC(=O)c1ccccc1C)c1cccc([N+](=O)[O-])c1,-2,6,-1.3,-1,-6,0,6,-2,9,1
O=C1CC(c2cccs2)Cc2nc(NC(=O)C3CC3)ncc21 (configuration not stated),-6,3,-0.8,-3,0,2,4,-2,-4,1
Cn1cnnc1SCC(=O)NNC(=O)c1ccc([N+](=O)[O-])cc1,4,4,-1.2,1,-1,-2,-3,-1,4,0
Cc1nn(C)cc1C(C(=O)NC1CCCCC1)N(Cc1ccc(F)cc1)C(=O)c1cnccn1 (configuration not stated),-4,/,-0.9,-6,4,1,1,-3,2,-3
Cc1nc2ccccc2c2oc(C(=O)N3CCC(C)CC3)cc12,-2,-4,-2.0,-9,0,-1,7,4,-10,2
Cc1cccc(C)c1OCc1nc2ccccc2c(=O)n1/N=C/c1c[nH]c2ccccc12,-50,-7,0.3,18,1,-1,4,2,-17,3
N#CCO/N=C/C(=O)Nc1ccc(F)cc1F,-5,-2,-0.5,-2,-6,4,-6,2,-3,-4
Cc1onc(-c2ccccc2Cl)c1C(=O)Nc1nnc(-c2ccc(Br)cc2)s1,-5,-47,27*,46*,0,0,-2,-1,-56,2
Cc1cc(NC(=O)c2cccc3ccccc23)cc(C)c1OCC(=O)N1CCOCC1,6,3,-2.2,-2,-1,-2,-1,0,-1,2
Fc1ccc(C2=CC(c3ccco3)n3nnnc3N2)cc1 (configuration not stated),9,/,-0.5,3,-4,6,-15,5,-6,-12
COc1ccc(Cl)cc1NC(=O)CN(C)Cc1ccc(OC)c(OC)c1,-8,-12,0.0,-6,-6,2,1,-5,11,5
Cc1ccc(CN2C(=O)CCSc3ccc(Cl)cc32)cc1,-7,-9,3.2,-6,-1,1,-5,-3,3,-1
CCCc1cc(C(=O)Nc2cc(Br)ccc2O)no1,-4,-9,0.6,10,-4,0,-1,-6,-9,2
Cc1ccc(/C=N/N2CCN(c3ccccn3)CC2)o1,5,4,-2.2,-3,2,6,-3,-1,1,2
COCc1c(C(N)=O)nnn1-c1nonc1N,9,2,-0.4,-1,0,-1,-6,4,4,6
O=C1CC(C(=O)Nc2ccccc2)C2(CCCCC2)O1 (configuration not stated),2,1,-1.0,-2,3,-3,-6,7,1,4
CC1CC(C)CN(C(=O)Cn2c(=O)c3cccn3c3cccnc32)C1 (configuration not stated),-3,6,-1.3,-3,-1,4,3,-1,5,3
CCN(C(=O)COC(=O)c1cncc(Br)c1)C1CCS(=O)(=O)C1 (configuration not stated),-9,4,1.1,3,1,0,-2,-3,5,9
Fc1ccc(Cn2c(SCc3ccc(F)c(C(F)(F)F)c3)nnc2C(F)(F)F)cc1,4,-11,1.5,-3,6,-1,-8,-1,-14,2
Cc1cc(NCCO)c2cc(O)ccc2n1,1,2,2.0,-1,3,3,1,-3,9,-2
COc1ccc(/C=C2/SC(=O)N(CCC(=O)Nc3ccc(C)cc3)C2=O)cc1OC,-2,/,-1.4,0,30*,-2,2,3,-3,-1
CN(C(=O)[C@@H](C1CC1)[C@@H](O)c1ccc(Cl)cc1)c1ccccc1,6,/,/,-2,3,0,-9,-1,3,/
COc1ccccc1/C=C\C=N\n1c(-c2ccc(Cl)cc2)n[nH]c1=S,-1,0,-0.7,13,-4,12,-1,1,7,2
Clc1ccc(SCCCCN2CCNCC2)cc1,7,-6,-1.4,6,2,-3,1,3,6,4
CCCCCCn1c2c(c(=N)c3c1CCC3)CCC2,-1,2,-1.9,10,1,0,12,1,3,6
CC1CCN(S(=O)(=O)c2ccc(NC(=O)C3CC3)cc2)CC1,1,-12,0.5,3,0,1,-4,-5,-4,-8
O=C(NCc1ccco1)C1Cc2ccccc2CN1C(=O)c1ccco1 (configuration not stated),-3,6,-0.2,6,-9,0,8,1,-4,4
CC1(C)CC(C)(c2ccc(O)cc2O)N(c2ccc3ccccc3c2)C(=S)N1 (configuration not stated),1,-7,-1.4,3,2,1,3,0,-2,-2
CC(C)[C@H](NC(=O)[C@@H]1CSC2c3ccccc3C(=O)N21)C(=O)NC1CCCC1 (some centres not stated),1,3,2.3,-3,3,3,6,-3,2,-10
CC1(C(=O)NS(=O)(=O)c2ccccc2Cl)CCN1C(=O)c1ccccc1CCc1ccccc1 (configuration not stated),3,/,2.5,57*,-6,-1,0,1,-5,2
Cc1cccc(N/C(N)=N/c2nc(C(F)(F)F)cc(=O)[nH]2)c1C,5,3,-2.7,3,1,1,-5,4,-4,1
COc1cc(NC(C)=O)ccc1-c1cc2ccccc2oc1=O,3,1,0.1,7,-8,-2,-4,-4,-1,10
C[C@H]1CN([C@@H](C)CO)C(=O)CCCn2nncc2CO[C@@H]1CN(C)C(=O)Nc1ccccc1F,-2,/,0.4,2,-3,-1,2,3,0,0
CC(C)(C)NC(=O)CSc1nc2[nH]ncc2c(=O)[nH]1,0,8,-2.9,1,-4,0,1,-1,4,2
CC1(C)Oc2ccc3ccc(=O)oc3c2C[C@H]1O,3,0,-0.1,-1,-4,-2,0,2,-1,-1
COc1ccc(Cn2cnc3c(N)c(C)c(C)cc32)cc1,1,-1,-2.8,-7,-4,0,-9,2,-1,-1

# A draw from above in order of molar mass, high to low:
SMILES,SIAE inh,HTRA1 inhibitor,PG9 binder,rCAG RNA binder,Rev-erbA mod,PRMT1 inh,TDP2 absorb,LEDGF integ inh,mABHD4 FP,TCR-CD3 inh
COc1ccccc1/C=C\C=N\n1c(-c2ccc(Cl)cc2)n[nH]c1=S,-1,0,-0.7,13,-4,12,-1,1,7,2
O=C(NCc1ccco1)C1Cc2ccccc2CN1C(=O)c1ccco1 (configuration not stated),-3,6,-0.2,6,-9,0,8,1,-4,4
Cc1cccc(N/C(N)=N/c2nc(C(F)(F)F)cc(=O)[nH]2)c1C,5,3,-2.7,3,1,1,-5,4,-4,1

# Next entries:
SMILES,SIAE inh,HTRA1 inhibitor,PG9 binder,rCAG RNA binder,Rev-erbA mod,PRMT1 inh,TDP2 absorb,LEDGF integ inh,mABHD4 FP,TCR-CD3 inh
CN(Cc1ccon1)C(=O)CCc1nnc(CCCCc2ccccc2)o1,-1,-4,0.7,-4,-5,-6,-4,-1,0,7
O=C(CNC(=S)N(Cc1ccccc1)Cc1ccccc1F)NCCc1ccc(Cl)cc1,-34,-61,-0.2,1,1,0,-9,1,-8,7
CC(C)(C)OC(=O)C[C@@H]1C/C=C\C[C@H](CC(=O)N(CCO)Cc2ccccc2)C(=O)NC[C@H](c2ccccc2)OC1=O,1,-1,-0.2,-7,-3,2,0,1,-10,4
Cc1csc(=O)n1CCC(=O)OCC(=O)NNC(=O)c1ccccc1,-2,8,0.1,5,-2,3,-5,-1,5,11
CC1c2ccccc2-c2ccccc2N1C (configuration not stated),1,0,-1.1,9,0,-1,-2,-1,5,4
COc1ccc(OC)c(C(=O)Cn2c3[n+](c4ccc(C(F)(F)F)cc42)CCCCC3)c1,-2,-2,0.2,2,-3,-1,0,1,-1,0
COc1ccc(S(=O)(=O)N2c3ccccc3OCC2c2ccccc2)cc1 (configuration not stated),-6,-30,-0.5,0,0,-1,-15,1,-18,4
Cn1c(C(O)c2ccc(Br)cc2)nc(Cl)c1Cl (configuration not stated),7,4,-0.3,-6,3,-6,-1,2,-6,-8
CCCC(=O)Nc1ccccc1NC(=O)C1CCCCC1,2,-1,4.1,9,2,-1,-7,2,3,3
Cc1ccc(OCC(=O)Nc2ccc(C(N)=O)cc2)cc1,3,5,-2.1,-3,-2,6,-13,-2,0,0
O=C(CCc1ccccc1)N[C@@H]1c2ccccc2CC[C@@H]1OCc1ccccc1,-2,-1,1.6,0,-2,1,8,-1,0,8
O=C(O)CSc1nc2ccccc2nc1Cc1ccccc1F,-4,-5,10*,7,22*,1,-18,12,-14,-9
O=C1NC(=S)SC1=Cc1ccc(F)cc1,-7,-18,-1.7,7,7,3,6,0,-35,-5
CCOc1ccccc1C(=O)Nc1nnc(COC)s1,-3,-5,2.1,-5,2,5,0,0,4,-3
C/C(=N\NC(=O)CN(c1ccccc1)S(=O)(=O)c1ccccc1[N+](=O)[O-])C(C)(C)C,3,-28,-1.5,7,3,1,-10,-1,-9,-2
COc1ccc(S(=O)(=O)N(CCCN2CCCC2=O)Cc2cc3c(C)cc(C)cc3[nH]c2=O)cc1,0,-7,0.2,-9,5,-1,-10,-3,3,2
COc1ccc(/C(C)=N/NC(=O)c2ccc3nc[nH]c3c2)cc1,-1,6,-0.4,2,-4,2,-5,-4,0,-3
Cc1ccc(-c2nnc(N3CCN(c4ccccn4)CC3)c3ccccc23)cc1,10,-10,-1.2,-1,3,-2,-2,3,-5,4
COc1ccc(-c2nnc(SCC(=O)Nc3c(Cl)cc(Cl)cc3C(=O)O)o2)cc1,-3,1,-0.4,4,-3,3,1,0,-2,7
O=C(c1ccco1)N1CCN(C(=O)C(Cc2ccccc2)NS(=O)(=O)c2cccs2)CC1 (configuration not stated),9,-4,-0.6,3,2,5,-6,2,3,-2
Cc1ccc(C(C)C)c(OCc2nn(CC(=O)c3ccc(Cl)cc3)c3[n+]2CCCCC3)c1,1,-6,0.1,5,-6,0,-11,-1,15,-2
Cc1cc(C)cc(-n2c(SCC(=O)NCc3ccco3)nc3ccccc3c2=O)c1,-3,-3,6.6,4,4,2,-5,-2,5,-1
CCN(CC)c1ccc(/C=N/NC(=O)c2ccco2)c(O)c1,4,19,-13,2,-6,-2,-22,-9,16,2
CC(=O)Oc1ccc2nc(-c3ccco3)oc(=O)c2c1,3,2,-1.0,0,1,3,8,1,-2,-6

# The list is partial; rates above refer to the full screens.
